ARNT-TACC3 inh – ARNT/TACC3 interaction disruption | inhibition, % at 9.99 µM | AlphaScreen His-ARNT PAS-B/GST-TACC3 binding, luminescence; TACC3 fragment carries E629A point mutation | AID 623870 | actives 0.66% (n = 390,000);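 active means mean inhibition of replicates at least 50% and at least half of replicates each reaching 50%; inconclusive means half or more replicates reach 50% but mean below 50%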;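 further: 0% = complete ARNT plus TACC3 wells and 100% = ARNT alone without TACC3; many hits fall short of the cut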
PAX8 inh HTS – PAX8 transcriptional activity inhibition; RMG-I TPO-luciferase reporter, SteadyGlo, 24 h; inhibition, % at 12.6 µM; actives 1.2% (n = 360,000);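 active means mean replicate inhibition at least 60% with every replicate also reaching 60%; inconclusive means only one of the two criteria is met; inactive means mean below 60% and not all replicates reaching 60%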;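 further: luciferase light reporting Pax8 driven TPO promoter activity; plate controls were median of neutral control wells for no effect and mitoxantrone controls for full effect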
PglD DTNB – blocks C. jejuni PglD acetyltransferase activity | inhibition, % at 12.5 µM | AID 602405 | purified PglD enzyme, DTNB colorimetric CoA detection | actives 0.098% (n = 360,000); in the data active means inhibition above about 16%, passing the limit was not always enough; inconclusive means no clear call, values can overlap the other calls; further: strong numbers were not always called active
INS-1E GSIS act – GLuc luminescence reporter in INS-1E cells, primary screen for activators of glucose-dependent secretion of insulin; actives 0.61% (n = 370,000); INS-1E GLuc reporter insulin secretion, 2-3 h; activation, % at 16.6 µM; AID 743287;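 active means lowest replicate activation of at least 40%, so every replicate reaches that level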;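 further: 0% = median of neutral control wells and 100% = median of IBMX positive control wells; some compounds called inactive have numbers as strong as hits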
Cneo AK release – Cryptococcus neoformans lysis via adenylate kinase release; actives 0.2% (n = 360,000); lysis activity, % at 15 µM; AID 651654; C. neoformans lysis, adenylate kinase release luminescence, 4 h; normalised: neutral wells 0, clomiphene wells 100;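 active means mean lysis activity across replicates of at least 80%, whatever share of replicates individually reach that level; inactive means mean lysis activity below 80%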
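Assay system: Cryptococcus neoformans yeast cells / Dosing: single-point compound dose / Timing: 4 h at 37 °C static, read 1 h later / Measured by: luminescence of released adenylate kinase using an AK detection reagent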
C2C12 statin – suppressors of simvastatin-induced myotoxicity in C2C12 myotubes. ATP luminescence, 48 h; scaled: DMSO 0, geranylgeraniol control 100. rescue of ATP level, % at 7.49 µM. actives 0.78% (n = 330,000). AID 602340;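 active means mean ATP rescue above about 67%, or every replicate alone reaching that limit, limit read from the data, passing the limit was not always enough; inconclusive means no clear call, values can overlap the other calls; inactive means mean under the limit and some replicate under it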;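 further: myotubes were challenged with 10 µM simvastatin during compound exposure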
LGR2 inh – Drosophila LGR2 receptor signaling inhibition; HEK293 LGR2, CRE-luciferase, bursicon-stimulated, 4 h; inhibition, % at 9.99 µM; actives 0.35% (n = 380,000);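 active means drop in luminescence signal, shown as inhibition above about 50% in the replicate tests, limit read from the data, passing the limit was not always enough; inconclusive means probably only some replicates passing the limit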;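 further: agonist challenge used bursicon conditioned medium at about half maximal strength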
PGC1a acetyl inh – PGC1a acetylation modulation, inhibitor mode | AID 651687 | inhibition, % at 15.6 µM | actives 0.17% (n = 350,000) | U2OS PGC1a acetylation, AlphaScreen anti-acetyl-lysine; with virally co-expressed GCN5 acetyltransferase;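 active means every replicate shows inhibition of at least 40%; inconclusive means mean inhibition at least 40% but some replicate below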;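 further: 0% = neutral control wells and 100% = positive control wells; some results beyond the cut were filed as inactive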
The depositor's hits bear a star; ? = inconclusive; . = not tested or not shown; & = joins results of further samples.

SMILES | ARNT-TACC3 inh | PAX8 inh HTS | PglD DTNB | INS-1E GSIS act | Cneo AK release | C2C12 statin | LGR2 inh | PGC1a acetyl inh
CCC(C)[C@H](NC(=O)NCCCOC(C)C)C(=O)OC (stereo not given in full) | -1 | -20 | 2 | -7 | -3 | 4 | -2 | -1
CC(=O)NC1=NN(C(C)=O)C(C)(c2ccc(C)o2)S1 (stereo not given) | -6 | 6 | . | -19 | . | . | -22 | 1
CCNC(=O)Nc1ccc2c(c1)C(=O)N(C)[C@H]1CC[C@H](CC(=O)NCc3cccc(F)c3)O[C@@H]1CO2 | -14 | -14 | 1 | 2 | 0 | 26 | 3 | -4
Cc1ccc(CNC(=O)CS(=O)(=O)Cc2nc(-c3ccc(C)cc3)oc2C)cc1 | 13 | 20 | 3 | 1 | 1 | 6 | -10 | 5
CCC(=O)N1CCc2cc(S(=O)(=O)NCCC(=O)N3CCN(c4ccccn4)CC3)ccc21 | . | -11 | -2 | . | -3 | 1 | . | -11
O=S(=O)(Nc1ncccn1)c1ccc(NC(=S)Nc2ccccc2)cc1 | 0 | -6 | -3 | 7 | -1 | . | -27 | -2
Cc1ccc(OC(=O)N(C)C[C@H]2OCc3cn(nn3)CCCC(=O)N([C@H](C)CO)C[C@@H]2C)cc1 | 2 | -11&22 | 3&0 | 2&4 | 0&49 | -5&-12 | -9&9 | 1&1
C[C@@H]1CN([C@H](C)CO)C(=O)c2cc(C#CC3CCCCC3)cnc2O[C@@H]1CN(C)C(=O)Cc1ccccn1 | -1 | -19 | 0 | -3 | 2 | -14 | 21 | 7
COC(=O)/C(=C/c1c[nH]c2ccccc12)NC(C)=O | -14 | -39 | . | 0 | . | 2 | -4 | -2
C=CCn1c(COc2ccccc2)nnc1SC(C)C(=O)N/N=C/c1cc(Cl)ccc1O (stereo not given) | -2 | . | 3 | -35 | -2 | 39 | 26 | 25
COC(=O)c1[nH]c2cc(OC)ccc2c1NC(=O)c1c(F)cccc1F | -2 | -1 | . | 2 | . | -5 | 2 | .
O=C(Nc1ccccc1F)c1cc(S(=O)(=O)N2CCCCC2)cs1 | 2 | . | -1 | . | 2 | . | . | -6
C[C@H](CO)N1C[C@H](C)[C@@H](CN(C)C(=O)Nc2ccc3c(c2)OCO3)OCCCC[C@H](C)Oc2ccc(NS(=O)(=O)c3ccc(Cl)cc3)cc2C1=O | -7 | -5 | 3 | 3 | 2 | . | 0 | 4
O=C(CN1C(=O)NC2(CCCCCC2)C1=O)NC1CC1 | -1 | 0 | 5 | 6 | -1 | 5 | 3 | 0
CCCNC(=O)Cn1c2ccccc2c2nc(=O)cc(C)n21 | 2 | 26 | -2 | . | 0 | -10 | -18 | .
COc1ccc(NC(=O)c2cc3c(-c4ccc(OC)c(OC)c4)nn(C)c3s2)cc1OC | 6 | . | -1 | . | -3 | -59 | . | 3
Cc1cc(NC(=O)COC(=O)c2ccccc2O)no1 | -21 | -5 | -6 | . | 0 | 4 | -4 | 4
CC(C)(C)c1ccc(C(=O)O/N=C(\N)c2ccccc2)cc1 | -7 | 30 | -3 | -7 | -4 | -4 | 91* | .
CCOC(=O)c1c(O)c(O)c(C(=O)OCC)n1-c1ccccc1 | -4 | 12 | . | 1 | . | 0 | 1 | 5
C[C@H]1CN([C@@H](C)CO)S(=O)(=O)c2ccc(C#CC(C)(C)O)cc2O[C@@H]1CN(C)CC1CC1 | -2 | . | 0 | 12 | -1 | 1 | -7 | -2
O=C(N/N=C/c1ccc(OC(F)F)cc1)c1ccc(CSc2nc3ccccc3[nH]2)cc1 | -1 | 3 | . | 0 | . | . | 4 | .
O=[N+]([O-])c1cc(F)c(N2CCCCC2)cc1N1CCOCC1 | 11 | . | -4 | 24 | -2 | -7 | . | 0
O=C(Nc1ccccc1)c1nc[nH]c1C(=O)NCCCNC(=O)c1[nH]cnc1C(=O)Nc1ccccc1 | -5 | 3 | 4 | 13 | 5 | -26 | 14 | .
CC(=O)c1ccc(OCc2cc(C(=O)N3CCN4CCCC4C3)no2)cc1 (stereo not given) | . | -9 | 1 | 3 | 1 | 7 | 8 | .
C[C@@H]1CN([C@H](C)CO)C(=O)c2cc(NC(=O)CCN3CCOCC3)ccc2O[C@@H]1CN(C)Cc1ccncc1 | 15 | -16 | -10 | 29 | -3 | 26 | -29 | -5
Cc1ccccc1C(=O)Nc1ccc2c(c1)OCCO2 | 35 | 6 | 1 | 3 | -23 | 2 | ? | 9
Cc1ccc(Cl)cc1NC(=O)CC1NCCNC1=O (stereo not given) | 26 | . | -3 | . | 1 | 12 | . | -11
CC1=CCC(C(=O)O)C(C(=O)Nc2ccc(-c3nc4ccc(C)cc4s3)cc2)C1 (stereo not given) | 5 | -123 | . | -1 | . | -1 | -26 | -4
CCN1CCN(Cc2ccc(NC(=O)c3cc(NC(=O)N4CCNC4=O)cc(OC)c3)cc2C(F)(F)F)CC1 | . | 9&-7 | 11&0 | -3&23 | 0&0 | -18&-20 | 2&-12 | -4
O=C(NC1CCCCC1)C(c1ccco1)N(CCc1ccccc1)C(=O)C(F)(F)F (stereo not given) | -7 | 15 | 7 | . | -1 | -6 | . | -14
Nn1c(SCC(=O)Nc2ccc3c(c2)CCC3)nnc1C1CC1 | -6 | 7 | 4 | . | -1 | 3 | 0 | 2
CCN(C(=O)CSc1nnc(Nc2ccccc2C)s1)C1CCS(=O)(=O)C1 (stereo not given) | -2 | -16 | 4 | . | -1 | -10 | -14 | .
CCCNC(C)C(=O)Nc1ccccc1C (stereo not given) | -4 | -21 | 5 | 9 | -7 | 3 | 1 | 13
C[C@@H]1CCCCO[C@H](CN(C)CC2CC2)[C@H](C)CN([C@@H](C)CO)C(=O)c2cc(NC(=O)c3ccccc3)ccc2O1 | -1 | 10 | 6 | -7 | 13 | . | 8 | -1
COc1cc(/C=C/C(=O)O)ccc1OS(=O)(=O)c1ccc(C)cc1 | -4 | -2 | . | 21 | . | . | 0 | -7
CN1C(C(=O)Nc2ccccn2)=C(O)c2sccc2S1(=O)=O | 5 | 1 | -2 | . | -1 | -5 | -9 | -16
CCC(=O)N1CCC(C)(C(=O)Nc2ccc(OC)c(OC)c2)C1 (stereo not given) | . | -15 | -5 | -1 | -1 | 8 | 2 | .
Cc1occc1C(=O)OCC(=O)Nc1ccc(F)cc1 | -2 | . | 9 | . | -3 | -2 | . | -9
Cc1ccc(-c2ccc(/C=N/N3C(=O)C4C5C=CC(C6CC56)C4C3=O)o2)c([N+](=O)[O-])c1 (stereo not given) | 5 | . | 4 | -25 | -4 | 12 | 5 | -7
Cc1ccccc1C(=O)Oc1ccc2ccc(O)cc2c1 | -37 | -154 | 3 | -6 | -3 | 12 | -110 | .
Cc1ccc(NC(=O)c2ccc(NC3=NC4CS(=O)(=O)CC4S3)cc2)cc1 (stereo not given) | -6 | -12 | -1 | 22 | 1 | -4 | 0 | 6
CC(C)(C)N1[C@@H](CC(=O)O)c2cc(C(F)(F)F)ccc2S1(=O)=O | 7 | -18 | 2 | . | 0 | -2 | . | 2
Cc1onc(-c2ccccc2)c1C(=O)Nc1ccc(OC(C)C)cc1 | -6 | 7 | -1 | -12 | -1 | -5 | -14 | 11
O=C(c1ccccc1)c1cc(-c2ccccn2)c(N2CCOCC2)s1 | 2 | 16 | -13 | . | -5 | 2 | . | -16
Cc1nc2ccc(S(=O)(=O)NCC(=O)N(C)Cc3ccco3)cc2s1 | -8 | . | -9 | . | -1 | 14 | . | .
O=C(/C=N/O)NCCCn1ccnc1 | 23 | . | -3 | . | 3 | -5 | . | -2
Cc1ccc(C)n1NC(=O)c1ccccc1 | -1 | 5 | 0 | . | -2 | . | . | .
Cc1ccc(O)c(CO)n1 | 29 | -3 | 3 | . | -1 | . | 6 | 5
CC1CCN(CCCNC(=O)CCNC(=O)Cn2cnc3ccccc3c2=O)CC1 | -1 | 0 | 6 | 2 | 0 | -22 | 1 | -3
Cc1ccc(-c2ccc3c(c2)O[C@@H](CN(C)Cc2ccc(F)cc2)[C@H](C)CN([C@@H](C)CO)S3(=O)=O)cc1 | 5 | . | 1 | -5 | -16 | -157 | 0 | 9
(more compounds)
SMILES | ARNT-TACC3 inh | PAX8 inh HTS | PglD DTNB | INS-1E GSIS act | Cneo AK release | C2C12 statin | LGR2 inh | PGC1a acetyl inh
O=C(Cn1cnc2ccccc2c1=O)OCCCCN1C(=O)c2ccccc2C1=O | 9 | -17 | -2 | . | 0 | 12 | . | .
CSc1ccc(CN2CCC(C)(Oc3cccc(F)c3)C2)cc1 (stereo not given) | . | . | -1 | -30 | -6 | 3 | -10 | 5
O=C(CSc1cccs1)NCCc1ccccc1 | -2 | -65 | . | 1 | . | . | -54 | .
Cc1ccc(-n2ncc3c(=O)n(CC(=O)NCc4ccco4)cnc32)cc1 | -2 | . | 2 | . | 3 | -8 | . | 2
COc1ccc(C(=O)OCC(=O)Nc2ccc(OC)c(S(=O)(=O)N3CCCCC3)c2)cc1[N+](=O)[O-] | 7 | -8 | 7 | -30 | 4 | -15 | 8 | -6
CCOC(NC(=O)c1ccccc1)C(NC(=O)c1ccccc1)OCC (stereo not given) | 29 | . | -4 | . | -1 | 3 | . | 4
O=S(=O)(c1ccccc1)N1CCCCN2[C@H](C1)[C@H](c1ccc(C#Cc3cccnc3)cc1)[C@@H]2CO | -1 | -16 | 4 | -14 | -2 | -7 | 22 | 2
N#CC(C(=O)Nc1ccccc1)=C1Nc2ccccc2N1 | 4 | . | 0 | . | -3 | -3 | . | 0
O=C(Cc1ccc([N+](=O)[O-])cc1)N/N=C/c1ccco1 | -7 | -8 | . | -2 | . | . | 13 | .
